BRCA1 expr act: BRCA1 expression activation. MCF7-BRCA1-FFLuc reporter, luminescence, 48 h; response scale: scaled: vehicle 0%, 10 µM genistein 100%. Potency, µM (titrated, usually from 46.1 µM), for inactives: at the top dose activation, most hits filed as activators. 380,000 tested, 1.1% active; also: nearly all actives have a fitted effect of over 80% in size; some results filed as inactive show a strong effect at the top dose
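MCF7-BRCA1-FFLuc, 2000 cells/well; 2 h attach, 37 °C/5% CO2; compound 48 h; luciferase substrate 15 min; luminescence end-point. Norm. to genistein 10 microM max activation and DMSO; concentration-response curves fitted.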
MLL CXXC-DNA inh: blocks binding of human MLL CXXC domain to DNA; Q03164; MLL-CXXC / FITC-HOXA9 DNA fluorescence polarization; Potency, µM (highest dose often 115 µM), for the others: top-dose activity change, negative = inhibition, usual class: inhibitors; 290,000 tested, 0.037% active; active = well fitted inhibition curve with a large enough effect in the polarisation, with a control signal flat, not every such curve was filed as active; inconclusive = small, poorly fitted or top-dose-only effect, or effect the other way, or a change in a side signal; inactive = no such curve, though single readings can be large or run the other way; the % refers to the polarisation
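Steps: dispense CXXC domain solution (7 uM) → pin compounds or unlabeled HOX-A9 DNA control → 5 min ambient → add FLSN-HOX-A9 solution (50 nM) → spin → 30 min ambient → fluorescence polarization. Tris pH 7.5/NaCl/DTT/BSA buffer.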
NPC1 promoter act: activates the NPC1 promoter; Huh7 NPC1 promoter luciferase reporter, 24 h; Potency, µM (top dose mostly 9.22 µM), for inactives: top-dose activation, most hits filed as activators; 320,000 tested, 2.4% active; AID 485313;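 also: % of control where 0% means no effect; nearly all actives have a fitted effect of over 60% in size; reporter is driven by a mutant NPC1 promoter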
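Readout is luciferase luminescence, reflecting NPC1 promoter activation in stably transfected Huh7 cells after 24 h compound exposure at 37 °C in reduced-serum medium with 10% FBS.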
ELG1 genotoxic: induces genotoxicity in HEK293T cells with luciferase-tagged ELG1. Potency, µM (titrated, usually from 46 µM), for the others: at the top dose activity change, positive = activation, hits mostly activators. HEK293T ELG1-luciferase reporter, luminescence, 16 h. 330,000 tested, 1.3% active. AID 504466; also: % of control where 0% means no effect; nearly all actives have a fitted effect of over 60% in size
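Step 1: seed 2,000 HEK293T ELG1-luciferase cells per well. Step 2: add compound or DMSO, incubate 16 hr at 37 °C. Step 3: ONE-Glo, 30 min at room temperature, read luminescence.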
uPA surface inh: cell surface uPA generation inhibition. cell surface uPA generation assay, qHTS. Potency, µM (highest dose often 38.3 µM), for inactives: at the highest dose activity change, negative = inhibition, most hits filed as inhibitors. 330,000 tested, 0.31% active; active = well fitted inhibition curve with a large enough effect; inconclusive = small, poorly fitted or top-dose-only effect; inactive = no such curve, though single readings can be large or run the other way; tested in mouse RAW 264.7 cells; also: % is scaled to controls: 0 for no effect and ±100 for the full control effect; nearly all actives have a fitted effect of over 55% in size
Rab9 promoter act: Rab9 promoter activation. AID 485297. 320,000 tested, 2.8% active. Huh7 Rab9 promoter-luciferase reporter, luminescence, 24 h. Potency, µM (highest dose often 9.22 µM), for the others: at the highest dose activation, negative = inhibition, hits mostly activators; also: % of control where 0% means no effect; nearly all actives have a fitted effect of over 60% in size
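Using Huh7 cells stably transfected with Rab9 promoter–luciferase, compounds were incubated 24 h at 37 °C, 5% CO2; luciferase luminescence was read 10 min after reagent addition.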
p53 reactivator: re-activators of mutant p53. H1299 p53-A138V BP100-luciferase reporter, luminescence, 24 h. Potency, µM (titrated, usually from 92.2 µM), inactives show top-dose activity change, positive = activation, usual class: activators. AID 504706. 320,000 tested, 0.063% active; also: % of control where 0% means no effect; nearly all actives have a fitted effect of over 45% in size
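H1299 (p53-null), stable ts p53-A138V + BP100-Luc; 1000 cells/well, Opti-MEM/10% FBS; cpd 4 pt, 1:5; 24 h, 37 deg C, 5% CO2; detection reagent 10 min RT; luminescence.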
MBNL1 CUG block: blocks human MBNL1 binding to CUG repeat RNA. Q9NR56. TR-FRET MBNL1-His/biotin-(CUG)12 binding, 665/545 ratio. Potency, µM (titrated, usually from 57.5 µM), for the others: top-dose activity change, negative = inhibition, most hits filed as inhibitors. 280,000 tested, 0.036% active; active = well fitted inhibition curve with a large enough effect in the signal ratio, with a control signal flat, not every such curve was filed as active; inconclusive = small, poorly fitted or top-dose-only effect, or effect the other way, or a change in a side signal; inactive = no such curve, though single readings can be large or run the other way; the % refers to the signal ratio; also: % is scaled to controls: 0 for no effect and ±100 for the full control effect
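Ratiometric TR-FRET (665 over 545 nm, excitation 340 nm) tracks disruption of MBNL1-His/biotin-(CUG)12 complex after 60 min at room temperature, with compounds at 92 nM to 58 uM final.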
FLuc modulator: counter-screen for miR-21 project: firefly luciferase inhibitors or activators | P08659 | purified FLuc, Km substrates, luminescence inhibition | Potency, µM (doses to about 57.5 µM), for inactives: at the highest dose activity change, negative = inhibition, most hits filed as inhibitors | 360,000 tested, 6.9% active | AID 588342;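 also: plate controls were vehicle for no effect and reference inhibitor for full effect; nearly all actives have a fitted effect of over 55% in size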
Target sequence (P08659 whole entry, looked up): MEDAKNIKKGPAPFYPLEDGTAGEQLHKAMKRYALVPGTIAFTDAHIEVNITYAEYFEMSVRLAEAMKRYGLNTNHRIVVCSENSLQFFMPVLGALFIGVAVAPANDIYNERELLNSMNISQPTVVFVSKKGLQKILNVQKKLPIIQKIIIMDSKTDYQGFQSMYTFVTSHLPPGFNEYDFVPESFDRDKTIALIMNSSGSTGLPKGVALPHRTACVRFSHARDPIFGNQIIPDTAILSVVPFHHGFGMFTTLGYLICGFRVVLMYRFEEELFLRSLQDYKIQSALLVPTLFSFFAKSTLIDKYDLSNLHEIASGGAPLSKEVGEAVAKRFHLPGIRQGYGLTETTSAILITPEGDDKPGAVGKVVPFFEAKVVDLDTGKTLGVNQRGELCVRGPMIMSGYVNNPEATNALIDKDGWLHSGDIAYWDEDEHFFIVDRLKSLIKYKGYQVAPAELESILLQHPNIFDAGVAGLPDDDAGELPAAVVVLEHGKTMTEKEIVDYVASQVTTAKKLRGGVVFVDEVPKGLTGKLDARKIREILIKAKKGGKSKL
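Purified P. pyralis luciferase (10nM final) with 10uM D-luciferin and 10uM ATP (Km levels) in 50mM Tris acetate pH 7.5, 10mM Mg acetate, 0.01% Tween-20, 0.05% BSA; qHTS 6-point titration, ~60 µM downward; luminescence read.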
VP16 counter: inhibits Gal4-VP16 luciferase reporter, ROR gamma counter-screen. Drosophila S2 Gal4-VP16 UAS-luciferase, luminescence, 20 h. Potency, µM (series often up to 53.6 µM), inactives show at the highest dose activity, negative = inhibition, usual class: inhibitors. AID 2546. 310,000 tested, 3.5% active;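 also: Gal4-VP16 expression switched on by copper sulfate through the metallothionein promoter; % is scaled to controls: 0 for no effect and ±100 for the full control effect; nearly all actives have a fitted effect of over 50% in size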
RORg inh: inhibitors of mouse ROR gamma transcriptional activity. P51450. Drosophila S2 Gal4-RORgamma UAS-luciferase reporter, 20 h. Potency, µM (series often up to 53.6 µM), for the others: top-dose activity change, negative = inhibition, most hits filed as inhibitors. 310,000 tested, 5.4% active. AID 2551; also: % is scaled to controls: 0 for no effect and ±100 for the full control effect; nearly all actives have a fitted effect of over 60% in size
Target sequence (P51450 whole entry, looked up, the tested form may be a part): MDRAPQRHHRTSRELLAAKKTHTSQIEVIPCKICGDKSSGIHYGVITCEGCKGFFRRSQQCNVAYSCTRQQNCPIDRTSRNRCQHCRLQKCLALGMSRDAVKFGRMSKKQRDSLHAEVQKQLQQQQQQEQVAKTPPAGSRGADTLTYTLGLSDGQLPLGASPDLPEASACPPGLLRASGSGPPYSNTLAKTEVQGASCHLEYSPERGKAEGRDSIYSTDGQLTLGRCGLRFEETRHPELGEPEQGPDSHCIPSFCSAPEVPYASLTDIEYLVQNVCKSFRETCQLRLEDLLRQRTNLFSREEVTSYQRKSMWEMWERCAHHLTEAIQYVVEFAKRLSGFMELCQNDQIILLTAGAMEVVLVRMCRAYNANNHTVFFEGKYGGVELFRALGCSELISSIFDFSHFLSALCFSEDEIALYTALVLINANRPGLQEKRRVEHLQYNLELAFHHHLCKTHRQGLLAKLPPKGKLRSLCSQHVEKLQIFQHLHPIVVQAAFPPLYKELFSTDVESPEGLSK
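In this cell-based reporter format, copper sulfate (700 uM final) drives Gal4–ROR gamma fusion expression from a metallothionein promoter in Drosophila Schneider cells; compounds preincubated 1 hr, reporter read after 20 hr at ambient temperature.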
An asterisk follows results filed as active; u = inconclusive; x = no result given; & = joins results of further samples; [ ] = remark or other dose. Unless noted, calls follow the shape of the dose curve; as a rule, active = well fitted curve in the direction sought with a large enough effect; inconclusive = small, poorly fitted or top-dose-only effect, or another doubt; inactive = no such curve, though single readings can be large; an effect the other way counts as inactive or inconclusive. Potency is read from the fitted curve at half-maximal effect.

structure	BRCA1 expr act	MLL CXXC-DNA inh	NPC1 promoter act	ELG1 genotoxic	uPA surface inh	Rab9 promoter act	p53 reactivator	MBNL1 CUG block	FLuc modulator	VP16 counter	RORg inh
Cc1ccc(S(=O)(=O)c2cccc(S(=O)(=O)N3CCCC3)c2)cc1S(=O)(=O)N1CCCC1	-79%	2%	-8%	-3%	x	-3%	-12%	-9%	6%	-10%	u
CC(C)(C)SC(C(=O)N1CCOCC1)c1ccc(Br)cc1 (configuration not stated)	-3%	0%	-1%	-5%	1%	-9%	-7%	-3%	2%	4%	5%
COc1ccc(-c2csc(-n3ncc(-c4ccccn4)c3N)n2)cc1	-16%	-3%	-3%	8%	0%	4%	0%	0%	-16%	13%	-20%
CC1(C)CC(=O)C2=C(C1)NC1=C(C(=O)c3ccccc31)C2c1ccccc1 (configuration not stated)	-33%	0%	-3%	-7%	-15%	1%	-10%	x	-16%	-11%	u
O=C(NCC1CCCCC1)c1cccc([N+](=O)[O-])c1	-2%	-6%	-1%	0%	3%	-3%	5%	u	-4%	4%	17%
COc1ccc(C(=O)NCC(=O)OCC(=O)N2CCCc3ccccc32)cc1	0%	-4%	-1%	-2%	1%	0%	15%	-7%	u	3%	-2%
c1ccc(CCNc2ncnc3c2cnn3-c2ccccc2)cc1	4.5µM*	-5%	3.2µM*	u	5%	1.6µM*	u	-10%	6.7µM*	u	u
CCCc1cc(=O)[nH]c(SCC(=O)NC2(C#N)CCCCC2)n1	10%	x	-1%	1%	1%	-7%	-19%	x	5%	x	x
CC(=O)c1ccc(N2CCN(C(=O)C3CCN(S(=O)(=O)c4cccs4)CC3)CC2)cc1	-9%	2%	-3%	-9%	-2%	-6%	-1%	0%	-2%	3%	u
CCOc1ccc(NC(=O)NCCN2CCN(c3cccc(C)c3C)CC2)cc1	-19%&-5%	43%[activator]	-4%	-11%	3%	19%	-3%	-10%	-2%&6%	4%	-24%
Cc1ccc(NC(=O)CCOc2ccccc2)c(C)c1	2%	-10%	-3%	2%	9%	12%	0%	-2%	-7%	-17%	15%
CCNS(=O)(=O)c1ccc(NS(C)(=O)=O)cc1	13%	-4%	-2%	0%	x	-4%	3%	-18%	0%	-13%	6%
O=C(CSc1ncccn1)NC(=O)Cc1ccccc1	-6%	x	1%	0%	2%	-2%	-2%	x	4%	x	x
COc1ccc(NC(=O)CN(C)C(=O)c2ccc(S(=O)(=O)Nc3ccccc3C)cc2)cc1	-23%	x	1%	5%	-1%	-6%	1%	x	2%	x	x
C/C(=N/NC(=O)c1sc(=S)n(C)c1C)c1ccccc1	3%	u	7%	9%	20%	10%	-1%	18%	-1%	u	-52%
CC1=C(C(=O)OC(C)C)C(c2ccc(N(C)C)cc2)C2=C(CC(C)(C)CC2=O)N1 (configuration not stated)	4%	4%	0%	3%	-6%	-10%	-13%	7%	3%[2.3 µM]	0%	-2%
Cc1ccccc1N1C(=O)C(Oc2ccc(Cl)cc2)C1CNCC1CCCO1 (configuration not stated)	-2%	-1%	-3%	-9%	12%	2%	-4%	2%	3%	1%	-12%
CCOC(=O)c1c(C)n(CCOc2ccccc2)c2ccc(O)cc12	-21%	-3%	-3%	-2%	-9%	-2%	-2%	4%	3%	-18%	-13%
O=C(CNS(=O)(=O)c1c(Cl)cccc1Cl)N1CCCCCC1	-2%	1%	-3%	-2%	u	0%	x	5%	5%	-3%	17%
CS(=O)(=O)NCc1ccc(C(=O)NC2CCCCC2)cc1	17%	4%	-1%	1%	-1%	-4%	-25%	6%	4%	10%	35%
NS(=O)(=O)c1ccc(CNC(=O)c2ccc(S(=O)(=O)NCc3ccco3)cc2)cc1	10%	x	-2%	0%	11%	-3%	-14%	x	5%	x	x
Cn1c2c(c(=O)n(C)c1=O)C(c1cccc([N+](=O)[O-])c1)Nc1ccccc1O2 (configuration not stated)	-7%	11%	-3%	0%	-6%	0%	-5%	u	9%	-3%	14%
Cc1ccc(NC2=NCC(=O)N2C2CCCC2)cc1C	-9%	-3%	2%	8%	-4%	0%	-3%	-5%	-8%	5%	9%
NC(=S)N/N=C1\CC(n2nnnc2-c2ccccc2Cl)C2COC1O2 (configuration not stated)	1%	0%	-2%	2%	-1%	-3%	1%	-6%	1%	u	11µM*
O=C(CSCc1ccccc1)Nc1ccc2c(c1)C(=O)NC2=O	0%	2%	-3%	3%	1%	-5%	2%	u	-17%	2%	-8%
O=C(Cc1ccc(Cl)cc1)Nc1ccc(Cl)cn1	u	-7%	18%	15%	0%	24%	x	-3%	u	-11%	8%
CS(=O)(=O)Oc1ccc(Br)c2cccnc12	42%	-4%	-3%	-3%	10%	-1%	4%	2%	-6%	-15%	-5%
CCOC(=O)/C=c1\s/c(=C\c2ccc(-c3ccccc3)cc2)c(=O)n1CC(=O)NCc1ccc2c(c1)OCO2	22%	u	3%	10%	7%	-3%	-7%	x	-16%	-13%	-5%
O=C(O)c1ccccc1Sc1ccccc1S(=O)(=O)NC1CCCCC1	-2%	-8%	-4%	0%	-1%	-1%	6%	-5%	0%	-5%	-8%
CS(=O)(=O)N(Cc1ccc(C(=O)NCCSc2ccccn2)cc1)c1ccccc1	-27%	12%	1%	-3%	-1%	-5%	u	-19%	-5%	-11%	10%
Cc1ccc2c(CC(=O)OCn3nnc4ccccc4c3=O)coc2c1	31%	-1%	1%	2%	4%	-6%	-3%	-2%	-2%	-1%	0%[10 µM]
Cc1ccc(NC(=O)CN2C(=O)N/C(=C/c3ccccc3OCc3cccc(C(=O)O)c3)C2=O)cc1	u	13%	u	u	2%	23%	u	6%	u	2%	25%
Cc1ccc(CCNC(=O)C2CCN(S(=O)(=O)c3cccc4nsnc34)CC2)cc1	-20%	-6%	0%	0%	-2%	-2%	-7%	33%[activator]	0%	-5%	-10%
COc1ccc2cc(CN(Cc3ccco3)Cc3nnnn3C3CCCCC3)c(=O)[nH]c2c1	-57%	8%	9%	-8%	-18%	-2%	-3%	4%	0%	-8%	26%
O=S(=O)(Nc1ccc(F)cc1Cl)c1ccc(-c2cnc(C3CC3)o2)cc1	-64%	-1%	-31%[inhibitor]	-1%	u	-31%[inhibitor]	0%	4%	1%	-26%	u
CCn1c(=O)c(=O)[nH]c2cc(C(=O)NC3CC3)ccc21	-22%	-1%	1%	0%	1%	0%	-3%	-7%	2%	-12%	2%
Cc1ccc(S(=O)(=O)/N=C(\c2ccccc2)N(C)S(=O)(=O)c2ccccc2)cc1	1%	3%	-3%	0%	-1%	1%	-11%	0%	0%	-12%	13%
CCOc1ccccc1NC(=O)NS(=O)(=O)c1ccc(C)cc1	-2%	-8%	-8%	0%	-1%	3%	6%	-8%	5%	-4%	8%
COc1ccc(CNC(=O)c2cc(S(=O)(=O)N3CCOCC3)cn2C)cc1	1%	x	-1%	1%	5%	3%	x	-10%	2%	0%	u
CC(=O)Nc1ccccc1C(=O)N1CCN(Cc2ccccc2)CC1	8%	3%	0%	-20%	0%	3%	-3%	-3%	5%	-8%	13%
Cc1cc(NC(=O)c2cnn3cccnc23)nn1CC(=O)Nc1cccnc1	0%	6%	-3%	1%	-2%	1%	-1%	-8%	-16%	0%	-5%
CC1(C)Cc2ccccc2-c2nc(NN)[nH]c(=O)c21	-23%	-5%	-7%	-6%	5%	-1%	-7%	1%	1%	-17%	u
CC(CC(=O)NC1CCCCC1)S(=O)(=O)c1ccc2c(c1)CCN2C(=O)C1CC1 (configuration not stated)	10%	-20%	-4%	-1%	12%	3%	2%	0%	3%	-2%	2%
Nc1nonc1-c1nc2ccccc2n1CC(=O)N/N=C/c1ccc(-c2ccccc2C(=O)O)o1	8%	-5%	3%	-3%	1%	0%	6%	u	-23%	-23%	9%
Cc1cnc(NC(=O)c2ccncc2)s1	-8%	-28%	13%	11%	-4%	24%	0%	-1%	u	-1%	u
CCCn1c(=O)[nH]c(=O)c2c1nc(-c1ccccc1OC(F)F)n2CCOC	-4%	-7%	-2%	-1%	-2%	1%	-3%	-1%	0%	-4%	-4%
CC(NC(=O)COc1ncnc2cc([N+](=O)[O-])ccc12)c1ccccc1 (configuration not stated)	12%	-3%	1%	-2%	4%	2%	-3%	u	-1%	-10%	42%

These rows are one share of the data, so the mix of outcomes need not match the whole.
